Rtt109 HAT inh – C. albicans Rtt109 histone acetyltransferase inhibition. Q5AAJ8. 330,000 tested, 0.16% active. inhibition, % at 34.9 µM. purified Rtt109/Vps75, ThioGlo CoA-SH fluorescence, 4 h. AID 540336;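 active = inhibition of at least 50% in every replicate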
Target sequence (Q5AAJ8 whole entry, looked up): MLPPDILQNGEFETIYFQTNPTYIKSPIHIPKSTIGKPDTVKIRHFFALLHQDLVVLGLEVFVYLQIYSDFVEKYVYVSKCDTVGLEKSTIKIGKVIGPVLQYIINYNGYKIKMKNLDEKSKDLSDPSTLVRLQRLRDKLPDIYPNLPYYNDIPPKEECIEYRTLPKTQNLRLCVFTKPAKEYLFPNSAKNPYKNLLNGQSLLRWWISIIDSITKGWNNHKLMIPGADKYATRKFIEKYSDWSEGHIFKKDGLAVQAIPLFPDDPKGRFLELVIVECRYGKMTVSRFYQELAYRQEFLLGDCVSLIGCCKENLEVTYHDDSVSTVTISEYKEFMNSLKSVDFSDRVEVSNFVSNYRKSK
cardiac RTF act – cardiac RTF calcium sensitization. P19429+P45379. IANBD-labeled TnC RTF fluorescence at EC20 calcium; 0% EC20 calcium, 100% full calcium. 340,000 tested, 0.24% active. activation, % at 7.2 µM;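 active = activation above the mean over all tested compounds plus 3 SD, cut at about 30% in these data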;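 note: rise in fluorescence read as greater calcium sensitivity of cardiac thin filaments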
PfHsp90 set2 – inhibits growth of yeast expressing Plasmodium falciparum Hsp90; S. cerevisiae expressing PfHsp90, BacTiter-Glo ATP, 48 h; yeast lacking PDR1 and PDR3 efflux regulators; inhibition, % at 9.4 µM; 310,000 tested, 0.32% active; AID 504621;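 active = every replicate shows inhibition above about 80%, whatever the replicate mean, limit read from the data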;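 note: 0% = DMSO neutral controls and 100% = 20 µM radicicol positive controls; yeast relying on Plasmodium falciparum Hsp90 in place of its own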
NSD2 inh – inhibitors of human histone methyltransferase NSD2; AID 743445; inhibition, % at 12.5 µM; 310,000 tested, 0.54% active; O96028; NSD2 peptide methylation, AlphaScreen, 120 min; in the data active = inhibition above about 50%
CDK5 p35 inh – blocks human CDK5/p35 kinase activity. inhibition, % at 10 µM. Q00535+Q15078. 330,000 tested, 0.01% active. Recombinant CDK5/p35, ADP-Glo luminescence, 60 min;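 active = highest replicate inhibition of at least 50% and at least 75% of replicates reaching 50%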;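 note: plate controls were DMSO neutral control for no effect and GW8510 at 10 µM for full effect; many of its hits are not listed in these tables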
C-LANA FP – inhibitors of KSHV LANA C-terminal domain DNA binding; inhibition, % at 9 µM; 340,000 tested, 0.078% active; MBP-C-LANA/FAM-LBS DNA binding, fluorescence polarization;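 active = highest replicate inhibition at or above 60% at 9 µM, even if other replicates fall short; inactive = all replicates below 60% inhibition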;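 note: 0% = neutral control wells and 100% = 4 µM acridine orange control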
PvdQ inh – P. aeruginosa PvdQ acylase inhibition; purified PvdQ acylase, fluorescence plate reader; inhibition, % at 10 µM; 340,000 tested, 0.063% active; in the data active = inhibition above about 30%, passing the limit was not always enough;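 note: 0% = vehicle neutral wells and 100% = reference inhibitor wells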
Keap1 Nrf2 FP – disrupts human Keap1 binding to Nrf2 peptide | AID 504523 | 340,000 tested, 0.15% active | Keap1 Kelch-Nrf2 peptide fluorescence polarization, 1536-well | inhibition, % at 9.4 µM; in the data active = inhibition above about 12%;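 note: human Keap1 Kelch domain with fluorescein labeled Nrf2 9mer peptide probe; 0% = neutral control wells and 100% = peptide positive control; higher means more block of Keap1 binding to Nrf2 peptide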
Target sequence (Q14145 whole entry, looked up, the tested form may be a part): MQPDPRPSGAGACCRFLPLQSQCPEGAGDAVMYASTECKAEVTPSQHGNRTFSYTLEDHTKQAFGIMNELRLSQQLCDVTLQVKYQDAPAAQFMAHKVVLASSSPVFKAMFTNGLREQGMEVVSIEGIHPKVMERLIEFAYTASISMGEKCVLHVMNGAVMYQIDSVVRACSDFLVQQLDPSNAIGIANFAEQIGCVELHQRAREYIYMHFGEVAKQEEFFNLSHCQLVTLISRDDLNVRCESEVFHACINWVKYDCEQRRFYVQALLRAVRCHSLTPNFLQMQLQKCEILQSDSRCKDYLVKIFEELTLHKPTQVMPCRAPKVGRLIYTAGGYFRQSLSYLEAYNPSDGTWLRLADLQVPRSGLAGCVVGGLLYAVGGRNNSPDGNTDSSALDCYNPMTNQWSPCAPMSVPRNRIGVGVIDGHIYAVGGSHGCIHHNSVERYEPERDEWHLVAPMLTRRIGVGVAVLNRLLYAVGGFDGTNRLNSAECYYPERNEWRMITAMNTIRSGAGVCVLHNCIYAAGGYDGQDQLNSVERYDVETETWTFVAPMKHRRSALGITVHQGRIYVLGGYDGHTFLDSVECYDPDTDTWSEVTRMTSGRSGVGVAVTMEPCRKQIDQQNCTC
Cardiac RTF inh – cardiac RTF calcium desensitization. P19429+P45379. IANBD-labeled cardiac RTF, Ca2+ fluorescence. inhibition, % at 7.15 µM. 340,000 tested, 0.12% active;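 active = inhibition above the mean inhibition of all tested compounds plus 3 SD, cut at about 17% in these data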;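 note: assay run at fixed EC70 calcium of 1.6 mM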
Mot1-301 SUMO – SUMOylation pathway inhibition by Mot1-301 growth rescue. S. cerevisiae Mot1-301 growth rescue, ATP luminescence, 38.5C; percent above DMSO median, 100 means doubled. growth rescue, % at 18.8 µM. 320,000 tested, 1% active. AID 2716;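 active = every valid replicate shows activation above 250% relative to neutral control wells; inactive = the rest, any valid replicate at or below 250%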;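 note: OY570 slx delta 5 strain wells were the positive control but not used for scaling; some compounds called inactive have numbers as strong as hits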
dFosB activator – enhances mouse delta FosB homodimer DNA binding; P13346; purified delta FosB, TAMRA-CDK5 oligo fluorescence polarization; percent of positive-control signal above neutral wells; activation, % at 25 µM; 340,000 tested, 0.99% active; AID 493131;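 active = mean activation above about 17%, with every replicate also reaching it, limit read from the data, passing the limit was not always enough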;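 note: fluorescence polarization rise as delta FosB binds a TAMRA Cdk5 AP-1 oligo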
* marks the source's active call; other numbers are inactive results; · = not tested or not shown.

item	Compound	cardiac RTF act	CDK5 p35 inh	PfHsp90 set2	C-LANA FP	Keap1 Nrf2 FP	NSD2 inh	dFosB activator	Rtt109 HAT inh	Mot1-301 SUMO	PvdQ inh	Cardiac RTF inh
1	CC(C)n1cnc2c(=S)nc[nH]c21	8	1.5	-28	3.3	-1	-2	-2	2	11	-6	-15
2	CN(NS(=O)(=O)c1cccs1)c1ncc(C(F)(F)F)cc1Cl	2	-2.4	-20	-2.0	-1	-1	-3	-7	-9	-15	-10
3	CC(C)OC(=O)NCN1C(=O)C2C3C=CC(C3)C2C1=O (centres undefined)	6	-0.2	6	1.2	-3	-5	7	4	-1	13	0
4	COc1ccccc1N1CCN(C2CCN(C(=O)c3ccc(F)cc3)CC2)CC1	0	0.6	-6	2.6	-1	0	-6	0	3	-13	3
5	Cc1ccccc1CC(=O)N1CCOCC1	4	-0.6	-1	-1.6	-1	0	-5	1	-4	-14	-2
6	CC1CCN(Cc2nnnn2-c2cccc([N+](=O)[O-])c2)CC1	-2	2.1	-24	1.3	-2	0	-1	1	0	-10	14
7	CN1CCC(N2CCN(c3cccc(C(F)(F)F)c3)CC2)CC1	-3	0.8	10	3.3	-3	3	-2	1	-7	-8	0
8	COc1ccc(NC(=O)CN(C)C(=O)CSc2nc3ccccc3s2)cc1	-1	0.5	·	-1.1	-8	1	3	0	9	-16	-12
9	CCc1ccc(NC(=O)c2onc(C)c2Cl)cc1	-6	-0.6	-8	0.4	0	·	1	-2	-7	-3	-8
10	Cc1c(NS(=O)(=O)c2cccc(C(=O)Nc3ccc(SC(F)F)cc3)c2)c(=O)n(-c2ccccc2)n1C	-4	-1.4	-3	0.3	-6	-1	-11	-2	·	-12	-11
11	COc1cccc(/C=C2\C(=O)N(c3cccc(C)c3)C(=O)c3ccccc32)c1	0	-0.4	-58	2.9	-3	1	-7	-4	-21	-9	7
12	O=C(COc1ccc(Cl)c(Cl)c1)NC1CCS(=O)(=O)C1 (centres undefined)	5	-2.2	-26	2.5	-1	-1	-3	-5	28	-18	-15
13	O=C(NC1=NCCS1)Nc1ccccc1	-7	·	8	-1.0	1	0	-3	-7	-10	-7	-6
14	C[C@@H]1CN([C@@H](C)CO)C(=O)c2cccc(NS(=O)(=O)c3ccc(F)cc3)c2O[C@H]1CN(C)C(=O)NC1CCCCC1	3	1.1	43	-0.3	-4	·	-4	11	-13	-4	-3
15	CCn1cc(C(=O)O)c(=O)c2cnc(N3CCN(C(=S)Nc4ccccc4C(F)(F)F)CC3)nc21	0	-1.7	-10	-1.1	2	-1	-13	-15	2	-10	-2
16	Cn1c(=O)[nH]c(=O)c2c1nc(N(CCO)Cc1ccccc1)n2Cc1ccccc1Cl	-3	0.9	-18	0.4	-5	1	-2	0	-6	-7	-3
17	COc1ccc(S(=O)(=O)N(C)CC(=O)Nc2c(F)cccc2F)cc1	-4	-2.3	15	2.5	-1	-1	0	-6	11	-4	3
18	Cc1cc(C)c(NC(=O)CNC(=O)c2cc(C3CC3)nn2-c2ccccc2)c(C)c1	7	-0.4	·	-0.5	-3	-4	-9	0	7	-14	-8
19	O=C(NCCCN1CCOCC1)C1CCN(S(=O)(=O)c2cccc(Cl)c2Cl)CC1	6	0.6	9	0.8	-2	1	5	-1	72	6	9
20	O=C(COC(=O)/C=C/c1cccc(F)c1)NNC(=O)c1ccccc1	-5	-0.2	27	-3.5	-5	-1	-4	-1	77	-3	-12
21	CCCC[C@@H]1CNC(=S)N1CCc1cccc2ccccc12	-7	-2.1	9	3.4	-1	·	-9	-4	-6	2	4
22	CCN(C(=O)c1ccco1)c1nnc(-c2ccc(OC)cc2)s1	-3	1.7	-33	1.4	2	-1	-16	-6	17	-7	-5
23	O=C(/C=C\c1ccc2c(c1)OCO2)NC1(C(=O)Nc2ccc3c(c2)OCO3)CCCCC1	-3	0.3	-17	-0.6	6	-2	3	2	8	-7	-5
24	CCN(C(=O)CN1CCN(C)CC1)c1cccc2ccccc12	2	0.0	0	1.1	-1	0	5	-2	15	-7	-5
25	COc1ccc(/C=C/C(=O)N2CCOCC2)cc1OC	-1	0.4	0	0.6	0	0	1	0	10	-17	-5
26	CCOC(=O)C1CCN(C(=O)CCc2c(C)nc3cc(-c4ccccc4)nn3c2C)CC1	0	-1.8	5	-0.3	1	·	-7	3	4	11	-3
27	CCOc1cc(/C=C/c2nc3cc(C)c(C)cc3s2)ccc1OCC(=O)N1CCOCC1	0	0.0	-14	0.9	1	0	0	10	6	-4	-8
28	O=C(Nc1ccncc1)Nc1ccccc1Cl	3	0.7	·	1.4	-1	-1	-3	4	-22	-8	-8
29	COc1ccc(C2C3=C(CC(C)(C)CC3=O)Oc3ncn(CC(C)C)c(=N)c32)cc1 (centres undefined)	-3	-0.2	-2	-3.1	0	9	0	-3	-16	5	2
30	O=C1C(C=NCCN2CCOCC2)=C(O)c2ccccc21	9	2.4	-42	1.9	-7	0	3	5	-3	-4	-3
31	Cn1c(Cn2c(=O)sc3ccccc32)nnc1SCc1cccc(F)c1	-1	0.7	-6	0.5	-4	·	-5	1	-6	10	-5
32	C/C(Cn1nnc([N+](=O)[O-])n1)=N\NC(=O)c1ccc(O)cc1O	2	0.1	-1	0.9	2	1	-2	33	48	-1	13
33	CC(=O)c1ccc(OCCCCCCCOc2ccc(C(C)=O)cc2)cc1	-1	0.4	3	-0.6	2	·	8	-12	8	2	-6
34	O=C(COC(=O)c1cccc(OC(F)F)c1)NC1CCCC1	0	1.6	-13	-0.9	-5	-2	-7	-8	-7	-19	-9
35	Cc1nc2ncccn2c1-c1csc(Nc2ccc(O)cc2)n1	4	-3.0	-27	-1.1	-2	-8	-13	6	·	-11	-25
36	O=C(Cn1c(NCCO)nc2ccccc21)Nc1ccc2c(c1)OCCCO2	-6	0.3	15	-0.8	1	-1	-4	0	·	-4	-2
37	Cc1csc(=O)n1CCC(=O)O	2	0.1	·	-1.5	-1	0	2	10	35	1	-13
38	Nc1c(-c2ccc(Cl)cc2)cnc2c(-c3ccccc3)cnn12	0	0.7	2	2.2	2	-4	5	2	10	7	-2
39	COc1ccc(C2=NOC(Cn3nc(-c4ccccc4C)cc3C(=O)O)C2)cc1 (centres undefined)	-9	0.0	·	-1.2	-1	·	8	-9	-9	19	-11
40	CCOc1ccccc1Nc1nnc(SCC(=O)NC2CCS(=O)(=O)C2)s1 (centres undefined)	9	0.0	4	0.1	1	-2	-8	-13	-3	-14	-3
41	CCN(CC)C(=O)[C@H]1C[C@H](CC(=O)NCCC2=CCCCC2)C(=O)N2CCc3c([nH]c4cc(CCC(=O)N(C)C)ccc34)[C@]12C	-2	-1.7	11	-0.1	4	·	-8	1	·	-13	-1
42	Cn1nnnc1SCCNC(=O)C1CCC(=O)N(CCc2ccccc2)C1 (centres undefined)	0	0.6	4	-1.9	-4	-3	1	-8	-12	-1	-4
43	COc1ccc(Cn2nnnc2C(c2cc3cc(C)ccc3[nH]c2=O)N2CCOCC2)cc1 (centres undefined)	4	0.9	15	-0.1	-5	1	-6	-4	-30	-9	0
44	Cc1nonc1NC(=O)CSc1nc2ccc(Cl)cc2[nH]1	-2	-0.1	-59	-0.8	-3	0	-13	-5	-6	-10	-13
45	COc1ccc2c(COC(=O)[C@@H]3CCCN3S(=O)(=O)c3ccc(Cl)cc3)cc(=O)oc2c1	8	-1.1	·	0.3	-6	0	-11	-14	·	-6	-18
46	O=c1c(Cl)c(NCC2CCCO2)cnn1C12CC3CC(CC(C3)C1)C2 (centres undefined)	1	-4.1	-12	-0.4	-5	·	-8	-7	-5	-9	-9
47	O=C(Nc1ccccn1)C(=O)N1CCCCC1	0	-0.5	-10	0.6	-7	0	1	-3	-18	-11	-4
48	CCc1nnc(NC(=O)c2ccc3c(c2)C(=O)N(CC)C3=O)s1	7	-0.6	10	-0.1	0	-4	-5	-3	146	-10	-8
49	CCCSc1nc2c([nH]1)c(=O)n(C)c(=S)n2C	6	0.5	-10	0.7	3	-1	-3	6	·	-10	2
50	Cc1cc(NC(=O)COC(=O)c2nccnc2N)n(-c2ccccc2)n1	13	0.8	-5	2.4	-5	2	-4	-2	-10	-23	1
51	COC(=O)Cc1cc(=O)[nH]c(/N=C(\N)Nc2ccc(C(C)C)cc2)n1	3	0.2	·	0.9	-5	-1	-14	13	10	-16	-13
52	COc1ccc(OC)c(N2CC(O)(c3ccccc3)[N+]3=C2SCCC3)c1 (centres undefined)	1	0.2	-14	-0.6	-6	-1	0	7	7	-2	-4
53	CCOc1ccc(C2=CC(c3ccccc3)n3ncnc3N2)cc1 (centres undefined)	-1	-0.5	1	0.7	-2	·	-6	-305	2	3	-8
54	O=C(C[n+]1ccncc1)c1ccccc1	-1	-2.5	2	9.2	-3	7	3	2	10	-1	-2
55	COc1cccc(CN2CC(C(=O)NCCCCc3ccccn3)CCC2=O)c1 (centres undefined)	1	-0.1	-3	-2.3	-2	1	-5	-1	-15	-7	-4
56	Cc1ccc(C)n1-c1ccccc1N1CCCCC1	-2	1.5	-6	-0.4	1	11	0	-5	-16	-7	-5
57	COn1c(=O)c(-c2cccc(Br)c2)[n+]([O-])c2ccccc21	1	0.1	19	3.8	-6	0	-4	-6	2	-7	-12
58	O=C(CN1C(=O)c2ccccc2C1=O)OCC(=O)N1CCN(c2ccccc2)CC1	-1	0.9	-5	-0.7	-6	2	-4	-3	6	-17	-7
59	CCC(C)NC(=O)c1cn(CCOC)c(=O)c2c1c1ccccc1n2C (centres undefined)	-2	-0.8	5	5.2	-5	-1	8	-2	-16	-7	-1
60	CCNc1nc(NCC)n2c(SCC(=O)Nc3ccc(F)cc3[N+](=O)[O-])nnc2n1	-1	0.6	·	-0.4	-1	-2	-5	-5	-5	-6	2

Ordered by number of heavy atoms (high to low): three of the compounds above.
item	Compound	cardiac RTF act	CDK5 p35 inh	PfHsp90 set2	C-LANA FP	Keap1 Nrf2 FP	NSD2 inh	dFosB activator	Rtt109 HAT inh	Mot1-301 SUMO	PvdQ inh	Cardiac RTF inh
42	Cn1nnnc1SCCNC(=O)C1CCC(=O)N(CCc2ccccc2)C1 (centres undefined)	0	0.6	4	-1.9	-4	-3	1	-8	-12	-1	-4
57	COn1c(=O)c(-c2cccc(Br)c2)[n+]([O-])c2ccccc21	1	0.1	19	3.8	-6	0	-4	-6	2	-7	-12
54	O=C(C[n+]1ccncc1)c1ccccc1	-1	-2.5	2	9.2	-3	7	3	2	10	-1	-2

(cont.)
item	Compound	cardiac RTF act	CDK5 p35 inh	PfHsp90 set2	C-LANA FP	Keap1 Nrf2 FP	NSD2 inh	dFosB activator	Rtt109 HAT inh	Mot1-301 SUMO	PvdQ inh	Cardiac RTF inh
61	CCc1ccc2[nH]c(=O)c(CN(CCN(C)C)C(=O)Nc3ccccc3OC)cc2c1	-2	0.9	8	-0.3	-1	·	-10	14	101	7	-10
62	Cc1csc2ncc(C(=O)Nc3ccc(C(F)(F)F)cc3)c(=O)n12	3	0.4	-2	0.3	4	·	-9	0	-16	23	-7
63	CSc1ccc(CN(C)C(=O)CNC(=O)c2sc3ccccc3c2Cl)cc1	1	0.0	-17	1.2	4	-2	-14	-6	16	-1	-1
64	Cc1cc(NC(=O)CSc2nncn2N)no1	2	-1.3	6	0.4	-9	-8	-4	-1	-1	-10	-5
